# D3 ag – D3 dopamine receptor (human) agonism; P35462; D3R DiscoveRx beta-arrestin cells, luminescence, 90 min; max activation, %; 0.58% of 410,000 active; in the data active means max activation above about 30%; further: 0% is about no effect; mostly tested at two doses, the higher about 12 µM
# Target sequence (P35462 whole entry, looked up): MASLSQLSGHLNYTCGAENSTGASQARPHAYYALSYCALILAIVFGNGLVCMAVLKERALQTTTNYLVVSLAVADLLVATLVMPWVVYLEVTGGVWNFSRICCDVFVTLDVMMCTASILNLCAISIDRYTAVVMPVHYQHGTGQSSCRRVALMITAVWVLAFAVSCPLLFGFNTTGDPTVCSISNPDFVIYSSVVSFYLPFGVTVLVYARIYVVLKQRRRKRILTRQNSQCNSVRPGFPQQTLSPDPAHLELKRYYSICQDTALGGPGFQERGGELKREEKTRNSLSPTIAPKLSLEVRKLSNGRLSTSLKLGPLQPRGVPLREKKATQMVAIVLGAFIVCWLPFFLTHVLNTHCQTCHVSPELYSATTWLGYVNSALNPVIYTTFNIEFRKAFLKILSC
#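 Agonist-mode cell screen: cells plated at 1500/well and incubated overnight at 37 °C, then exposed to library compounds for 90 min at 37 °C. Detection reagent was added for 30–60 min at room temperature, and luminescence was read.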
# Abeta rescue – compounds reversing amyloid beta toxicity in yeast. yeast expressing A-beta42, growth rescue, OD600, 48 h; response scale: 0% DMSO, 100% iron-clioquinol control. Potency, µM (doses to about 46.1 µM), without a hit: at the top dose growth rescue, hits mostly activators. 0.063% of 410,000 active. AID 1347071; further: potency means the concentration at half of the fitted maximal effect; nearly all actives have a fitted effect of over 55% in size
#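 Yeast A-beta toxicity model in growth medium with pinned compounds, 48 h at 30 C; growth read as absorbance at 600 nm. Normalized to FeCl3/clioquinol equimolar mix (positive) and DMSO (negative).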
# D3 antag – blocks the human D3 dopamine receptor; P35462; max response, negative = inhibition, %; 2.5% of 360,000 active; D3R cells, DiscoveRx beta-arrestin luminescence, antagonist mode; stronger effect = lower value; in the data active means max response below about -50%; inconclusive means no clear call, values can overlap the other calls; further: on the % scale 0 is the no-effect control and ±100 the full control effect; mostly tested at two doses, the higher about 12 µM
#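 Cells expressing the human receptor were seeded at 1500 cells/well, incubated overnight at 37 degrees C in 5% CO2, then exposed to library compounds with dopamine controls for 90 minutes at 37 degrees C before luminescent detection.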
# FUS yeast rescue – rescues growth of FUS-expressing yeast | S. cerevisiae FUS-expressing, growth rescue, OD600, 24 h | Potency, µM (top dose mostly 76.6 µM), for the others: at the highest dose growth rescue (activation), actives largely listed as activators | 0.24% of 390,000 active | AID 1347120;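 further: potency means the concentration at half of the fitted maximal effect; plate controls were DMSO vehicle for no effect and reference control for full effect; nearly all actives have a fitted effect of over 55% in size; some results filed as inactive show a strong effect at the top dose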
#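 Compound concentration series was pinned onto galactose-induced FUS-expressing yeast seeded at OD 0.005. Plates sat 24hr at 30C; absorbance at 600 nm gave growth. DMSO served as background control.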
# TDP43 rescue – inhibitors of TDP-43 toxicity in yeast; TDP-43 expressing yeast growth rescue, BacTiter-Glo, 24 h; Potency, µM (doses to about 46.1 µM), inactives show at the highest dose growth rescue (activation), actives largely listed as activators; 1.8% of 410,000 active; further: potency means the concentration at half of the fitted maximal effect; % of control where 0% means no effect; nearly all actives have a fitted effect of over 50% in size
#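 Growth rescue of TDP-43-toxic yeast measured as ATP luminescence (BacTiter-Glo). Cells grown to mid-log in raffinose, induced in galactose at OD600=0.02, exposed to compound 24 hr at 30 deg C.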
# EPAC2 antag – EPAC2 (human) antagonism; AID 720708; Potency, µM (doses to about 114 µM), for the others: top-dose activity, negative = inhibition, most hits filed as inhibitors; 0.18% of 360,000 active; EPAC2 GEF exchange of Rap1B-BODIPY-GDP, fluorescence; further: potency means the concentration at half of the fitted maximal effect; on the % scale 0 is the no-effect control and ±100 the full control effect; nearly all actives have a fitted effect of over 45% in size; many of its hits are not listed in these tables
# aSyn rescue – alpha-synuclein toxicity inhibition in yeast. Potency, µM (titrated, usually from 46.1 µM), for inactives: top-dose growth rescue (activation), actives largely listed as activators. Yeast expressing alpha-synuclein, growth rescue, BacTiter-Glo, 24 h. AID 652106. 0.14% of 370,000 active; further: potency means the concentration at half of the fitted maximal effect; % of control where 0% means no effect; nearly all actives have a fitted effect of over 65% in size
#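 Readout is rescue of growth in alpha-synuclein-expressing yeast, so inhibitors of toxicity appear as activators. Growth after 24 hr at 30 deg C in galactose medium is quantified by luminescence.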
# EPAC2 agonist – activates human EPAC2 exchange factor; 0.079% of 360,000 active; Q8WZA2; AID 720711; EPAC2 activation, biochemical qHTS; response scale: 100% = 6.5 mM cAMP response; Potency, µM (highest dose often 154 µM), for the others: at the highest dose activation, hits mostly activators; further: potency means the concentration at half of the fitted maximal effect; nearly all actives have a fitted effect of over 50% in size
#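 Setup: EPAC2 100 nM, labeled Rap1B complex 250 nM, free GDP 50 uM. Compound titrations pinned in, brief spin, 5 min room temperature incubation. Kinetic fluorescence read over 30 min, normalized to 6.5 mM cAMP.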
# * hit, by the source's call; ? = inconclusive; . = not tested or not shown; [ ] = another dose, or the depositor's remark. Unless noted, the call rests on the fitted dose curve; in most records, active means well fitted curve in the direction sought with a large enough effect; inconclusive means small, poorly fitted or top-dose-only effect, or another doubt; inactive means no such curve, though single readings can be large; an effect the other way counts as inactive or inconclusive. Some of the compounds tested; rates above refer to the full screens.
SMILES,D3 ag,Abeta rescue,D3 antag,FUS yeast rescue,TDP43 rescue,EPAC2 antag,aSyn rescue,EPAC2 agonist
Cc1cc(NC(=O)c2cc(-c3ccc(Cl)cc3)on2)n(-c2ccccc2)n1,-12,-12%,.,3%,9%,.,.,.
Cc1ncc([N+](=O)[O-])n1CC(=O)Nc1ccccc1Cl,0,2%,24,-52%[inhibitor],2%,2%,1%,5%
COc1ccccc1N1CCN(C2CCCN(C(=O)C3=NN(C)C(=O)CC3)C2)CC1 (stereo unspecified),0,1%,4,-17%,-13%,2%,-2%,2%
CC1CCCN(c2nc3c(c(=O)n(C)c(=O)n3C)n2CCSc2nc3ccccc3s2)C1 (stereo unspecified),-5,-13%,-28,40%,?,-3%,20%,4%
C[C@@H]1CN([C@@H](C)CO)C(=O)Cc2cc(NC(=O)Nc3ccc(C(F)(F)F)cc3)ccc2O[C@@H]1CN(C)S(=O)(=O)c1ccc(Cl)cc1,-19,7%,14,18µM*,4%,-13%,2%,-10%
CC1=NN(CCC#N)C(=O)/C1=C/c1ccc(N(C)C)cc1,-1,20%,3,9%,9%,-6%,0%,2%
COc1ccc(CN2CC(C(=O)N3CCOCC3)CC2=O)cc1 (stereo unspecified),2,18%,-3,-4%,2%,?,7%,-18%
CS(=O)(=O)N(CC(=O)N1CCN(c2ccccc2F)CC1)c1cc(C(F)(F)F)ccc1Cl,-6,10%,-6,-7%,-5%,-14%,0%,7%
COCC(=O)Nc1nnc(COc2ccccc2)s1,4,1%,-28,16%,-5%,-5%,1%,9%
COc1cc(/C=N/NC(=O)C(=O)NCC2CCCO2)ccc1O (stereo unspecified),12,-13%,-23,22%,-14%,-10%,-4%,13%
COC(=O)Nc1cc(C(=O)c2ccc(Cl)cc2Cl)c[nH]1,4,9%,21,-13%,28%,-22%,1%,4%
Cc1ccc(C(=O)NCC(c2ccco2)N2CCc3ccccc32)cc1 (stereo unspecified),3,2%,-22,19%,16%,-7%,-6%,16%
CCCC(=O)N(CCN(C(=O)CCC)c1ccccc1)c1ccccc1,6,-18%,4,18%,-11%,-3%,-3%,-5%
Cc1ccc(NC(=O)NCc2ccc3c(c2)OCO3)c(C)c1,4,-18%,5,-8%,-20%,-3%,6%,5%
CCOC(=O)[C@H]1[C@H]2COc3ccccc3[C@@H]2N2C(=O)c3cc(OC)c(OC)cc3NC(=O)[C@@]12C,-22,3%,9,36%,-1%,-6%,2%,-2%
COc1cc(NC(=O)COC(=O)Cc2ccc(-c3ccccc3)cc2)cc(OC)c1,-5,13%,-21,35%,7%,13%,4%,10%
N#Cc1cccc(NC(=O)CCN2C(=O)C3CCCCC3C2=O)c1 (stereo unspecified),4,6%,16,-12%,5%,23%,8%,0%
CN1CCN(CC(=O)NC(=O)NC2CCCCC2)CC1,-1,-7%,-1,1%,12%,-11%,7%,4%
O=c1[nH]n(-c2ccccn2)c(=O)c2ccccc12,-1,7%,-18,15%,11%,7%,-1%,-2%
COc1ccc(S(=O)(=O)Nc2cc(C(=O)NCCC(C)C)ccc2N2CCOCC2)cc1,20,-8%,-23,54%,-19%,5%,-6%,-1%
COC(=O)Nc1ccc(S(=O)(=O)N2CCCC(C(=O)N3CCN(C)CC3)C2)cc1 (stereo unspecified),1,-4%,-8,-14%,5%,-4%,-2%,13%
COC(=O)c1ccc(NC(=O)CCC(=O)c2ccc(F)cc2)cc1,1,5%,1,5%,0%,2%,-7%,-11%
CCS(=O)(=O)NCCc1csc(-c2ccc(OC)c(OC)c2)n1,-4,-3%,17,-10%,14%,2%,5%,-7%
Cc1cc(C(=O)N/N=C2/CC(C)CC(C)(C)C2)c(C)o1 (stereo unspecified),-4,-16%,6,1%,-39%[inhibitor][9.22 µM],-1%,-8%,-4%

# 2 entries from above, with values under each structure.
# Each structure is followed by: D3 ag, Abeta rescue, D3 antag, FUS yeast rescue, TDP43 rescue, EPAC2 antag, aSyn rescue, EPAC2 agonist
- CN1CCN(CC(=O)NC(=O)NC2CCCCC2)CC1
 : -1, -7%, -1, 1%, 12%, -11%, 7%, 4%
- O=c1[nH]n(-c2ccccn2)c(=O)c2ccccc12
 : -1, 7%, -18, 15%, 11%, 7%, -1%, -2%

# The listing continues.
SMILES,D3 ag,Abeta rescue,D3 antag,FUS yeast rescue,TDP43 rescue,EPAC2 antag,aSyn rescue,EPAC2 agonist
COCCCNC(=O)CCCN1C(=O)CCn2nc(-c3cn(C)c4ccccc34)cc21,-2,1%,.,-1%,21%,.,.,.
CCN1CCN(c2ccc(S(=O)(=O)N3CCCCC3)cc2NC(=O)c2cccc(C)c2)CC1,-1,0%,1,6%,15%,-6%,11%,-3%
CCN(CC)S(=O)(=O)c1cc(NC(=O)C2CCN(c3ncnc4sc(C)c(C)c34)CC2)ccc1Cl,2,14%,3,?,15%,-1%,0%,-1%
O[C@@H]1CN(Cc2cccs2)[C@@H](c2ccccc2)C[C@H]1n1cc(C2CC2)nn1,3,8%,1,4%,0%,-5%,3%,11%
CN(C)S(=O)(=O)c1cc(NC(=O)COC(=O)CCSc2ccc(Cl)cc2)ccc1Cl,2,20%,29,-7%,3%,-8%,1%,-4%
CC12CCC(=O)N1C(C(=O)NNC(=O)c1ccc(Br)cc1)CS2 (stereo unspecified),2,-8%,-3,.,15%,-3%,-8%,0%
Cc1cc(C(F)(F)F)c2c(N)c(C(=O)Nc3c(Cl)cccc3Cl)sc2n1,-6,-2%,.,-5%,0%[9.22 µM],.,.,.
O=C(O)c1ccccc1CSc1ccccn1,8,7%,3,-13%,3%,-1%,7%,9%
Cc1ccccc1NS(=O)(=O)c1cc2c(cc1C)N(C)CCO2,0,6%,-10,-9%,3%,?,-3%,2%
O=C(Nc1ccc(F)cc1)N1CCC(c2nc3c(nnn3Cc3ccccc3Cl)c(=O)[nH]2)CC1,-1,-1%,9,35%,9%,-9%,5%,4%
O=C(O)c1ccc(-c2noc(-c3ccc(F)cc3)n2)cc1,.,0%,.,6%,.,17%,.,12%
COC(=O)Cn1c(C)c(C#N)c2ccccc21,1,10%,17,12%,20%,2%,3%,-3%

# Some of the entries above, reformatted:
structure	D3 ag	Abeta rescue	D3 antag	FUS yeast rescue	TDP43 rescue	EPAC2 antag	aSyn rescue	EPAC2 agonist
N#Cc1cccc(NC(=O)CCN2C(=O)C3CCCCC3C2=O)c1 (stereo unspecified)	4	6%	16	-12%	5%	23%	8%	0%
CN1CCN(CC(=O)NC(=O)NC2CCCCC2)CC1	-1	-7%	-1	1%	12%	-11%	7%	4%
O=c1[nH]n(-c2ccccn2)c(=O)c2ccccc12	-1	7%	-18	15%	11%	7%	-1%	-2%
COc1ccc(S(=O)(=O)Nc2cc(C(=O)NCCC(C)C)ccc2N2CCOCC2)cc1	20	-8%	-23	54%	-19%	5%	-6%	-1%

# Next part.
SMILES,D3 ag,Abeta rescue,D3 antag,FUS yeast rescue,TDP43 rescue,EPAC2 antag,aSyn rescue,EPAC2 agonist
C/C(=N\Nc1ccc(F)cc1)c1ccncc1,-5,-5%,-5,9%,-23%,-2%,-4%,10%
CC(=O)C1=C(c2cccc([N+](=O)[O-])c2)N(C(C)=O)n2c(C)nnc2S1,-11,-14%,?,23%,?,23%,11%,3%
Cc1c(Cl)cccc1NC(=O)c1cccnc1,3,-13%,-8,-15%,1%,-2%,-9%,4%
Cc1c(C(=O)NCc2ccc3c(c2)OCO3)oc2ccc(Br)cc12,3,27%,-7,21%,-16%,8%,-1%,7%
Cc1ccc(S(=O)(=O)c2nnn3c2nc(N2CCCC(C)C2)c2cc(Cl)ccc23)cc1C (stereo unspecified),8,6%,.,-16%,0%,.,.,.
Nc1nnc(SCC(=O)Nc2ccc(Cl)c(C(=O)O)c2)s1,-9,-8%,-17,4%,-21%,0%,-7%,10%
Cn1ncc2c(NNC(=O)c3ccc(O)cc3)ncnc21,2,-4%,-20,1%,11%,-4%,6%,-2%
CC1(C)CCC(=O)c2ccccc21,-7,12%,0,2%,4%,-2%,-16%,18%
O=C(COC(=O)C1CCN(S(=O)(=O)c2ccccc2C(F)(F)F)CC1)NCc1ccc(F)cc1,257*,7%,-18,.,25%,-1%,1%,-8%
Cc1cc2ncc(S(=O)(=O)C(C)(C)C)c(N)n2n1,14,7%,-14,1%,-11%,13%,-11%,11%
O=C(O)c1ccc(S(=O)(=O)c2ccccc2)cc1,26,-7%,5,8%,-8%,4%,-11%,-5%
C=C(C)COc1ccc(-c2n[nH]c(C)c2-c2ccc(Br)cc2)c(O)c1,1,-93%[inhibitor],-8,16%,-93%[inhibitor],-28%,-80%[inhibitor],23%
CCc1nnc(NC(=O)CCNC(=O)c2ccco2)s1,-9,-6%,-3,39%,0%,7%,-8%,9%
O=C(CN1C(=O)C2C3C=CC(C3)C2C1=O)Nc1ccc(F)cc1 (stereo unspecified),4,-5%,-13,-16%,-1%,-2%,-1%,9%
Cc1cc(C)cc(N(C(=O)c2ccc3c(c2)OCO3)C2C=CS(=O)(=O)C2)c1 (stereo unspecified),-13,-13%,-13,-4%,-14%,2%,0%,2%
CCOc1ccccc1C1C2C(=O)N(c3ccccc3)C(=O)C2ON1c1ccccc1 (stereo unspecified),1,12%,12,17%,-12%,6%,-5%,2%
CN(C)c1ccc(C=NCC2(O)CCOC(C)(C)C2)cc1 (stereo unspecified),-3,0%,-13,-6%,2%,-2%,-7%,-3%
CS(=O)(=O)c1ccc(C(=O)OCC(=O)NC(=O)C2COc3ccccc3O2)cc1[N+](=O)[O-] (stereo unspecified),1,8%,-21,-16%,16%,5%,2%,-4%
Cc1cccc(NC(=O)CSCC(=O)N(CCC(C)C)c2c(N)n(Cc3ccccc3)c(=O)[nH]c2=O)c1,3,5%,11,?,-19%,-22%,5%,-16%
COC(=O)[C@@]12C[C@@H](CC(=O)NCCC(C)C)C(=O)N(Cc3ccco3)C1=CCC(C)(C)C2,6,10%,5,29%,17%,-4%,1%,0%
Cc1ccc(NC(=O)[C@@H]2CCCN2S(=O)(=O)c2ccccc2C(F)(F)F)cc1S(=O)(=O)N1CCOCC1,-11,8%,-3,.,9%,-9%,-1%,12%
CN1CCN(CCCNC(=O)C2CCN(c3nnc(-n4cccc4)s3)CC2)CC1,5,-3%,22,.,2%,10%,0%,-3%
CCn1c(C(=O)N2CCC(C(=O)N3CCN(c4cc(C)ccc4C)CC3)CC2)cc2sccc21,-3,?,.,?,?,.,.,.
OCC[C@@H]1C[C@@H](O)[C@H](O)[C@]2(OCCCc3ccccc32)O1,0,5%,24,-18%,0%,2%,0%,4%
Cn1nnnc1Sc1ncnc2scc(-c3ccccc3Cl)c12,.,-25%,.,-27%,.,?,.,5%

# Screening results (PubChem BioAssay)
